# Bioassay records deposited in PubChem by National Center for Advancing Translational Sciences (NCATS).
# Pol kappa inh – inhibitors of human DNA polymerase kappa. Q9UBT6. purified Pol kappa, fluorescent DNA synthesis assay, 10 min. Potency, µM (top dose mostly 107 µM), for the others: at the highest dose activity, negative = inhibition, most hits filed as inhibitors. hit rate 0.53% among 400,000. AID 588579; further: potency means the concentration at half of the fitted maximal effect; on the % scale 0 is the no-effect control and ±100 the full control effect
#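 Here, compound and 10 nM enzyme are combined for 15 min at room temperature; adding 50 nM substrate (final) starts DNA synthesis, tracked by fluorescence at 0 and 10 min against buffer-only wells.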
# Pol beta inh – blocks human DNA polymerase beta activity; P06746; Pol beta primer extension/strand displacement, fluorescence kinetic; Potency, µM (series often up to 114 µM), inactives show at the highest dose activity change, negative = inhibition, usual class: inhibitors; hit rate 1.3% among 340,000; AID 485314; further: potency means the concentration at half of the fitted maximal effect; on the % scale 0 is the no-effect control and ±100 the full control effect
#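 Enzyme-only controls used 10 nM Pol beta; buffer lacking enzyme served as negative control. Compound preincubated 15 min, then 50 nM substrate added; 0 and 10 min reads at room temperature.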
# Pol eta inh – inhibitors of human DNA polymerase eta; Potency, µM (series often up to 114 µM), for the others: top-dose activity change, negative = inhibition, most hits filed as inhibitors; hit rate 1.2% among 390,000; recombinant Pol eta, fluorescent DNA replication assay; further: potency means the concentration at half of the fitted maximal effect; on the % scale 0 is the no-effect control and ±100 the full control effect
#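 Pol eta at 10 nM preincubated with compounds 15 min at room temperature; reaction started with fluorescent substrate (50 nM final) and read kinetically at 0 and 10 min.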
# 12-LOX inh – ALOX12 (human) lipoxygenase inhibition | Potency, µM (titrated, usually from 108 µM), without a hit: at the top dose activity change, negative = inhibition, actives largely listed as inhibitors | purified 12hLO, xylenol orange hydroperoxide absorbance | P18054 | hit rate 1.1% among 580,000 | AID 1671190; further: potency means the concentration at half of the fitted maximal effect; on the % scale 0 is the no-effect control and ±100 the full control effect
# Target sequence (P18054 whole entry, looked up): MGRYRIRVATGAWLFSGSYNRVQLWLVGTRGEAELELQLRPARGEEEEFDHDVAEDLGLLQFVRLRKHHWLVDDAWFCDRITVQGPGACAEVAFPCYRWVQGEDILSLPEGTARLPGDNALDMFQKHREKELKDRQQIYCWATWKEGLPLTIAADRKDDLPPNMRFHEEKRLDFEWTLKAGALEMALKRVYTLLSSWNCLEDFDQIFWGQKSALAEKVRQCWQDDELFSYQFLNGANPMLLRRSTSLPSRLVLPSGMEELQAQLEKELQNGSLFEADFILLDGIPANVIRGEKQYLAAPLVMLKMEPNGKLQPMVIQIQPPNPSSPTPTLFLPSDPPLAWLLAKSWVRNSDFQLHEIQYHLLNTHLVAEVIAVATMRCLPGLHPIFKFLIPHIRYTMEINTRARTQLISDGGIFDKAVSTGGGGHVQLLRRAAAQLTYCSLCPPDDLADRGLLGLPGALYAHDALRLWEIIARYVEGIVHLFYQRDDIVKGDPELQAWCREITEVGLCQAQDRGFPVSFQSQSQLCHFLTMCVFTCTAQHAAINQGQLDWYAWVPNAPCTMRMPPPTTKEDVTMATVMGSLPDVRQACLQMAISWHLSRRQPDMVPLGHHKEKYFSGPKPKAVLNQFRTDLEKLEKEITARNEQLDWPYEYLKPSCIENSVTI
#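 Purified human 12hLO (150 nM final) in 25 mM Hepes, 0.01% Triton X-100, pH 7.0 was preincubated 15 min at room temperature with compound. Then 40 uM arachidonic acid was added, 30 min. Hydroperoxide was read by Fe-XO absorbance ratio 573/405 nm.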
# LDHA block – blocks human lactate dehydrogenase A | P00338 | purified LDHA, NADH/diaphorase-resazurin fluorescence; hits give low values | activity change, % (values are at about 110 or 230 µM) | hit rate 0.15% among 480,000; in the data active means activity change below about -30%; inconclusive means mostly about -25% to -30%;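 further: plate controls were DMSO wells for no effect and wells without enzyme for full effect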
#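 Human LDH5 at 2 nM final in Tris HCl pH 7.4 with 0.06 mM NADH and 0.2 mM pyruvate, reacted 5 minutes at room temperature. Remaining NADH coupled via diaphorase/resazurin; resorufin fluorescence read at 0 and 20 minutes, normalized to enzyme-free and DMSO wells.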
# ERG Ets-DNA blk – inhibitors of human ERG Ets domain-DNA interaction | Potency, µM (doses to about 76.9 µM), for inactives: at the highest dose FP activity, negative = inhibition, actives largely listed as inhibitors | AID 624246 | hit rate 0.028% among 370,000 | fluorescence polarization, His-ERG Ets domain / labelled DNA; active means well fitted inhibition curve with a large enough effect in the polarisation, with a control signal flat; inconclusive means small, poorly fitted or top-dose-only effect, or effect the other way, or a change in a side signal; inactive means no such curve, though single readings can be large or run the other way; the % refers to the polarisation;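 further: polarization taken with two DNA probes labelled with fluorescein and Texas red; potency means the concentration at half of the fitted maximal effect; % of control where 0% means no effect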
#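 His-tagged ERG Ets domain (1 uM in the protein solution; 300mM KCl, 50mM Tris-HCl, 1mM EDTA, 1mM DTT, pH 7.5) received compound, then a probe mix of 5 nM fluorescein-DNA and 100nM Texas-615-DNA. Fluorescence polarization was read for both dyes.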
# RGS4 inhibitor – blocks human RGS4-accelerated GTP hydrolysis; Potency, µM (titrated, usually from 114 µM), inactives show at the highest dose activity change, negative = inhibition, usual class: inhibitors; hit rate 0.039% among 390,000; P49798; Transcreener GDP fluorescence polarization, RGS4-accelerated GTP hydrolysis; AID 504845; further: potency means the concentration at half of the fitted maximal effect; on the % scale 0 is the no-effect control and ±100 the full control effect; nearly all actives have a fitted effect of over 75% in size; some results filed as inactive show a strong effect at the top dose
#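 MLSMR compounds (23 nl, pin-transferred) preincubated 10 min at room temperature with a 500nM (2x) first reagent, then RGS4 at 900nM (2x) plus Transcreener GDP mix added; fluorescence polarization (620/688 nm) read before and after 90 min at 30 °C.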
# APEX1 inh – APE1 (human) endonuclease inhibition | hit rate 0.35% among 350,000 | P27695 | Potency, µM (doses to about 65.8 µM), inactives show at the top dose activity change, negative = inhibition, most hits filed as inhibitors | recombinant APE1, TAMRA/BHQ-2 abasic DNA cleavage fluorescence | AID 2517;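 further: potency means the concentration at half of the fitted maximal effect; plate controls were vehicle for no effect and reference inhibitor for full effect; nearly all actives have a fitted effect of over 55% in size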
# Target sequence (P27695 whole entry, looked up): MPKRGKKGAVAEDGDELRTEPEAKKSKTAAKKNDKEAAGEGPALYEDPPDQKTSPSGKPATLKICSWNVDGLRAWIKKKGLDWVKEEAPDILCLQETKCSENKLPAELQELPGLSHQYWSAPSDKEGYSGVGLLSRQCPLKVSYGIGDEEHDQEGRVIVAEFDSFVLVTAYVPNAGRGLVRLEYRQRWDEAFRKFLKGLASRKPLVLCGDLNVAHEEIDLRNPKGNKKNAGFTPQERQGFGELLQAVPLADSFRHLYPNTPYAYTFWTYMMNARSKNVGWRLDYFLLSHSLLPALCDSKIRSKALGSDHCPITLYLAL
#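 Incision of a quenched TAMRA/BHQ-2 THF abasic-site duplex (50 nM) by 0.75 nM APE1, after 15 min compound preincubation, measured as fluorescence increase over three 60 s reads. Values normalized to buffer, DMSO and NSC13755 control wells.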
# Apoferritin bind – candidate novel general anesthetic via apoferritin binding | P02791 | apoferritin/1-aminoanthracene competitive binding, fluorescence | Potency, µM (highest dose often 77.5 µM), for the others: at the top dose activity change, negative = displacement, hits mostly inhibitors | hit rate 0.074% among 350,000; further: potency means the concentration at half of the fitted maximal effect; on the % scale 0 is the no-effect control and ±100 the full control effect; nearly all actives have a fitted effect of over 20% in size
#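 Read-out: endpoint 1-AMA fluorescence, excitation 380 nm and emission 535 nm, after compounds sit 10 min at room temperature with 10 uM horse-spleen apoferritin in 50% saturated 1-AMA/PBS. Values come from four-parameter Hill fits.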
# Numbers without * were called inactive; u = inconclusive; x = no result given; & = joins results of further samples; [ ] = dose if it differs, or a comment. Unless noted, the call rests on the fitted dose curve; in most records, active means well fitted curve in the direction sought with a large enough effect; inconclusive means small, poorly fitted or top-dose-only effect, or another doubt; inactive means no such curve, though single readings can be large; an effect the other way counts as inactive or inconclusive.
# Order of values: Pol kappa inh	Pol beta inh	Pol eta inh	12-LOX inh	LDHA block	ERG Ets-DNA blk	RGS4 inhibitor	APEX1 inh	Apoferritin bind
1	CC(C)CCN1CC(C(=O)N2CCN(c3ccc(F)cc3)CC2)CC1=O (centres undefined)
→ -2.6%	2.7%	-15.8%	8.7%	-3.8	2.3%	3.9%	-1.8%	-12.1%
2	O=C(NC1CCN(C(=S)NCCc2ccccc2)CC1)C1CC1
→ -8.6%	7.7%	-17.9%	5.8%	-0.8	-2.1%	-6.5%[56.9 µM]	4.4%	-16.0%
3	CCn1c(CC(=O)Nc2ccc(Cl)c(Cl)c2)nnc1SCc1ccc(C)cc1
→ -10.7%	-3.3%	-27.0%	-13.7%	-3.3	-1.4%	-15.3%	6.2%	26.9%
4	Oc1c(C(c2cccs2)N2CCC3(CC2)OCCO3)sc2ncnn12 (centres undefined)
→ 6.8%	0.3%	-6.6%	-26.6%	-4.5	-16.1%	-4.1%	4.0%	-3.1%
5	CCc1cccc(NC(=O)CN(C)S(=O)(=O)c2cnc[nH]2)c1
→ -6.8%	12.7%	0.7%	0.8%	-0.9	-1.7%	-2.9%	-1.7%	-5.9%
6	CC(=O)Oc1ccc2c(c1)C(=O)c1ccccc1C2=O
→ 0.5%	4.2%	-20.4%	u	2.6	17.5%	-38.6%	45.9%[activator]	-3.6%
7	O=C(NCc1ccccc1)C(c1ccc(F)cc1)N(Cc1ccc2c(c1)OCO2)C(=O)Cn1nnc(-c2cccs2)n1 (centres undefined)
→ 3.6%	17.3%	-12.0%	0.0%	-2.2	6.4%	-16.6%	-2.7%	2.4%
8	COc1ccc(N2CCN(C(=O)C3CCN(S(=O)(=O)N4CCOCC4)CC3)CC2)cc1
→ 1.6%	17.0%	4.3%	0.0%	-2.6	-19.1%	-8.7%	-0.9%	-8.0%
9	O=C(O)CC(NC(=O)C(c1ccccc1)c1ccccc1)c1ccco1 (centres undefined)
→ -14.8%	0.8%	-4.3%	-2.5%	-0.4	0.1%	24.9%	-3.9%	33.2%[activator]
10	CC(C)NS(=O)(=O)c1ccc(Br)c(C(=O)OC(C)C(=O)NC2CCCCC2C)c1 (centres undefined)
→ 2.4%	x	1.4%	-25.0%	-7.3	-0.9%	7.1%	7.1%	x
11	COc1ccc2c(c1OC)C(=O)N1N=C(c3ccc(-c4ccccc4)cc3)CC21 (centres undefined)
→ -8.8%	u	-7.1%	7.7%	-8.5	-13.9%	13.1%[56.9 µM]	-2.2%	-10.5%
12	CC(C)NC(=O)c1ccc2c(c1)S(=O)(=O)c1ccccc1C2=O
→ -8.3%	0.4%	-5.9%	7.3%	-5.6	0.4%	-14.6%	1.5%	-14.9%
13	O=C(C1COc2ccccc2O1)N1CCN(S(=O)(=O)c2ccccc2)CC1 (centres undefined)
→ -3.9%	3.6%	-6.1%	11.3%	-9.5	3.5%	20.0%	-10.3%	-7.9%
14	COc1cccc(OC)c1OCCOc1ccc(C(=O)c2ccccc2)cc1
→ -14.0%	15.8%	-29.0%	6.0%	0.0	-1.2%	-12.9%	11.0%	-6.0%
15	CCOC(=O)C1CCN(S(=O)(=O)c2cccc(-c3csc(C)n3)c2)CC1
→ -18.0%	-3.2%	-6.9%	5.9%	-1.6	0.8%	-26.3%	-3.2%	2.2%
16	C=CCC(CC=C)(NC(=O)c1ccccc1C(=O)O)c1ccccc1
→ -7.9%	-17.0%	-19.6%	-21.8%	-4.3	0.9%	39.0%	1.3%	-6.2%
17	N#Cc1ccc(COC(=O)c2cc(=O)c3ccccc3o2)cc1
→ -9.8%	-8.5%	5.0%	0.0%	1.1	0.1%	13.2%	12.9%	-4.0%
18	Cc1nnc(-c2ccc(Oc3ccc(Br)cc3)c([N+](=O)[O-])c2)o1
→ -3.9%	1.2%	-8.3%	-0.4%	1.0	1.5%	-15.1%	4.2%	-2.5%
19	COc1cccc(-c2csc(/C(C#N)=C/Nc3cc4oc5ccccc5c4cc3OC)n2)c1
→ -0.3%	15.2%	-18.0%	-9.1%	-2.9	13.8%	3.3%	3.8%	4.5%
20	O=C(C1=NOC(CNc2ncc(C(F)(F)F)cc2Cl)C1)N1CCOCC1 (centres undefined)
→ -8.3%	2.5%	-1.4%	-24.2%	-6.3	-2.0%	22.8%	-1.1%	-1.4%
21	Cc1nn(CCC#N)c2nc(C(F)(F)F)[nH]c(=O)c12
→ -3.8%	9.1%	-1.7%	u	-1.7	1.5%	-8.9%	1.5%	-15.1%
22	Cc1nn(-c2ccccc2)c(N)c1N=Nc1ccc2ccccc2c1
→ 2.6%	3.1%	-6.0%	-12.9%	3.5	-8.6%	14.3%	-6.0%	-2.8%
23	CC(Oc1ccccc1Cl)C(=O)Nc1ccccc1C(=O)N1CCOCC1 (centres undefined)
→ -3.5%	40.8%	-22.4%	-3.5%	-2.0	0.1%	1.5%	21.0%	-4.4%
24	CC(C)NCC(=O)NC12CC3CC(CC(C3)C1)C2
→ -20.6%	-17.6%	-9.6%	375.9%[activator]	-0.5	2.3%	2.2%	2.4%	-13.3%
25	Cc1cc(N2CCCCC2)nc2ccc(NC(=O)c3ccc(Br)o3)cc12
→ -10.6%	-12.3%	-13.0%	42.2%[activator]	-1.0	4.9%	-23.2%	-7.1%	80.3%[activator]
26	CNc1ccc(-c2nc(-c3ccccn3)no2)cc1[N+](=O)[O-]
→ -0.2%	4.7%	-12.9%	-19.3%	0.8	-2.3%	-24.0%	x	-5.5%
27	Cc1ccc(C)c(N2CCN(C(=O)c3ccc4[nH]c(C)c(C)c4c3)CC2)c1
→ 10.0%	19.2%	-10.5%	u	-2.4	-15.4%	17.7%	x	-6.7%
28	CCN(c1ccccc1)S(=O)(=O)c1nnc(NC(=O)c2ccccc2)s1
→ -9.3%	32.9%	-3.6%	0.1%	-6.4	1.7%	12.1%	x	-5.0%
29	COc1ccc(CC(=O)N(Cc2ccccc2)c2ccc(C)cc2)cc1OC
→ -8.3%	30.2%	-28.0%	-6.1%	-1.9	9.4%	9.6%	9.5%	-2.3%
30	Cc1cc(=O)oc2cc(OCC(=O)Nc3ccc(O)c(C(=O)O)c3)ccc12
→ -16.8%	u	u	-14.8%	3.1	u	-3.1%	x	0.6%
31	Cc1cc(C(F)F)n2ncc(C(=O)NCc3ccc(F)cc3)c2n1
→ 1.1%	0.2%	-16.0%	3.5%	-6.2	4.4%	-3.7%	22.0%	2.7%
32	O=C(CSc1nccn1Cc1ccc2c(c1)OCO2)Nc1ccccc1F
→ 0.7%[60.1 µM]	-10.3%	-17.2%	-10.3%	1.9	4.6%	-16.3%	x	u
33	COC(=O)CCCC(=O)Nc1ccc(Br)cc1
→ -17.9%	16.0%	-15.0%	-15.1%	-5.3	-2.1%	0.6%	10.2%	-3.9%
34	CC(C)=C1SC(N2CCN(c3ccc(C)cc3)CC2)=NC1=O
→ -1.5%	40.5%	1.2%	-4.1%	-6.0	0.3%	-8.2%	18.7%	0.3%
35	CC(C)OCC1CC(CC(=O)Nc2ccc([N+](=O)[O-])cc2)C(=O)O1 (centres undefined)
→ -4.5%	35.5%	-3.6%	-16.6%	-0.9	-10.4%	-11.5%	21.2%	u
36	Cc1ccc(-c2nn3c(C)nnc3s2)cc1NC(=O)COc1ccc(Cl)cc1
→ 26.0%	-1.2%	-10.0%	346.7%[activator]	-5.2	0.1%	-7.2%	-1.5%	-10.3%
37	O=C(O)Cn1c(CCS(=O)(=O)c2ccc(Br)cc2)nc2ccccc21
→ -36.4%	14.1µM*	20µM*	-5.5%	-7.6	1.8%	6.5%	-0.6%	-5.2%
38	CCOC(=O)C1CCN(C(=O)Cc2c(F)cccc2Cl)CC1
→ -9.7%	21.0%	10.6%	9.6%	-1.5	x	-8.4%	0.3%	-6.8%
39	NC(=O)COC(=O)c1c2c(nc3ccccc13)CCCCC2
→ 2.0%	24.8%	-2.2%	-7.0%	-13.4	2.9%	33.5%	-8.8%	-4.9%
40	COc1ccc([N+](=O)[O-])cc1NC(=O)c1ccc(-n2nc(C)cc2C)cc1
→ -4.4%	u	2.3%	-1.6%	-2.1	-2.4%	3.0%	u	-10.2%
41	COc1ccc(Oc2nc(-c3ccccn3)nc3ccccc23)cc1
→ -5.2%	0.5%	-5.6%	u	-13.9&-0.2	-1.2%	-16.0%	8.3%	-7.9%
42	Cc1cccc(OCCCn2c(CO)nc3ccccc32)c1
→ -2.7%	11.1%	-11.9%	16.6%	-2.5	6.7%	15.7%	-3.0%	41.9%[activator]

# Some of the entries above in a different format.
39) NC(=O)COC(=O)c1c2c(nc3ccccc13)CCCCC2
34) CC(C)=C1SC(N2CCN(c3ccc(C)cc3)CC2)=NC1=O
32) O=C(CSc1nccn1Cc1ccc2c(c1)OCO2)Nc1ccccc1F

screen / no.,39,34,32
Pol kappa inh,2.0%,-1.5%,0.7%[60.1 µM]
Pol beta inh,24.8%,40.5%,-10.3%
Pol eta inh,-2.2%,1.2%,-17.2%
12-LOX inh,-7.0%,-4.1%,-10.3%
LDHA block,-13.4,-6.0,1.9
ERG Ets-DNA blk,2.9%,0.3%,4.6%
RGS4 inhibitor,33.5%,-8.2%,-16.3%
APEX1 inh,-8.8%,18.7%,x
Apoferritin bind,-4.9%,0.3%,u

# Not all compounds are listed (hit frequency here may not be typical).
